S-ASM inh: Inhibitors of Secretory Acid Sphingomyelinase (S-ASM): qHTS | Sphingomyelin phosphodiesterase (Homo sapiens), P17405 | Potency, µM (top dose mostly 57.5 µM), for inactives: at the top dose activity change, negative = inhibition, hits mostly inhibitors | placental ASM, HMU-PC fluorogenic substrate, 60 min | AID 504937, 2011 | hit rate 0.006% among 340,000; also: potency is read from the fitted curve at half-maximal effect
Target sequence (P17405 47-631 limits assumed): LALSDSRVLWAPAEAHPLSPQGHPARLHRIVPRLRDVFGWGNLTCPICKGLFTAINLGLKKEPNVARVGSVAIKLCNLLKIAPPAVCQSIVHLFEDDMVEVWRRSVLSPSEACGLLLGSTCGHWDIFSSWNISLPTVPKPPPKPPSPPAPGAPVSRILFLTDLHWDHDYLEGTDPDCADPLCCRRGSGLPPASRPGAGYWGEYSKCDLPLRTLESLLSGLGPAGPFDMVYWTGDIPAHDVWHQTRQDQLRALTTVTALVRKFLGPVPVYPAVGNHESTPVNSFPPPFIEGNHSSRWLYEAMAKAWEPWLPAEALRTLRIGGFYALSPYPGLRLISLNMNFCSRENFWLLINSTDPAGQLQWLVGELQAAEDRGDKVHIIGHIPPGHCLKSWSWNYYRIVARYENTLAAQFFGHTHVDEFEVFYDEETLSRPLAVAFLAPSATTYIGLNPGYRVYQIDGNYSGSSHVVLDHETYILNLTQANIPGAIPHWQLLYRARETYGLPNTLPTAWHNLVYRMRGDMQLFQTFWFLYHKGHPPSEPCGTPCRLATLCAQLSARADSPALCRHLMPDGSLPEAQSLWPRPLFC
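Fluorescence read-out (Ex 386 nm, Em 447 nm) after stopping the reaction at pH 10. Enzyme: ASM from human placenta; substrate HMU-PC0, 9 uM final; 60 min, 37 °C. Compound preincubation 10 min, ambient temperature.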
FBPA coupling cs: qHTS Assay for Inhibitors of Fructose-1,6-bisphosphate Aldolase from Giardia Lamblia: Coupling assay counterscreen; activity change, negative = inhibition, % at 58.2 µM, hits read low; hit rate 0.67% among 290,000; AID 2472, 2010; coupling enzyme system counterscreen, AmpLite Red fluorescence; in the data active = activity change below about -30%; also: % is scaled to controls: 0 for no effect and ±100 for the full control effect
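Activity here indicates interference with the coupling reaction, not aldolase inhibition. Compounds at 57.5 uM final met coupling enzymes for 10 min at RT; substrate and AmpLite Red detection followed, with a 525/598 nm fluorescence read after 20 min.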
TRPV1 ag: HTS Assay for Compounds that Act as Agonists of the Vanilloid Receptor 1. TRPV1-expressing cells, Fluo-8 calcium influx, agonist mode. AID 540275, 2011. activation, % at 8.33 µM. hit rate 0.19% among 320,000. Transient receptor potential cation channel subfamily V member 1 (Homo sapiens), Q8NER1; in the data active = activation above about 80%; inconclusive = between about 30% and that limit; also: 0% is about no effect
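Fluo-8 calcium influx in TRPV1-expressing cells, kinetic read (ex 480/em 520 nm). Compound added and read 3 min for agonist activity, followed by capsaicin at EC20 final and 2 min further read for enhancement.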
AT treatment: qHTS Assay for Identifying a Potential Treatment of Ataxia-Telangiectasia; […] A-T fibroblasts, KAP-1 phosphorylation AlphaLISA; neocarzinostatin DNA damage 30 min before lysis; Potency, µM (titrated, usually from 57.5 µM), inactives show at the highest dose activation, most hits filed as activators; hit rate 0.19% among 320,000; AID 485349, 2010; also: potency is read from the fitted curve at half-maximal effect; % of control where 0% means no effect; nearly all actives have a fitted effect of over 45% in size
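ATM-like activity read as KAP-1 phosphorylation via AlphaLISA donor/acceptor antibody pairs after lysis and 6 hr at 25C. Cells were ATM-null patient fibroblasts ([…], hTERT), dosed 60 min, then exposed to the DSB inducer NCS for 30 min.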
GALK inh: qHTS Assay for Inhibitors of Human Galactokinase (GALK). Potency, µM (titrated, usually from 57.5 µM), for the others: at the top dose activity change, negative = inhibition, actives largely listed as inhibitors. P51570. hit rate 0.007% among 270,000. AID 1868, 2009. Purified GALK, Kinase-Glo residual ATP luminescence; also: potency is read from the fitted curve at half-maximal effect; % is scaled to controls: 0 for no effect and ±100 for the full control effect
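The enzyme phosphorylates galactose (100 uM) using ATP (35 uM); inhibition is detected as higher residual ATP, quantified by bioluminescence after 1 h reaction at room temperature, pH 8.0.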
hERG WT inh: qHTS for Inhibitors of KCHN2 3.1: Wildtype qHTS | U2OS, BacMam KCNH2, thallium flux FluxOr; hits give low values | activity change, % at 1.84 µM | hit rate 0.37% among 340,000;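 active = maximum activity change below -70%; inconclusive = maximum activity change between -70% and -50%; inactive = maximum activity change above -50%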; also: % is scaled to controls: 0 for no effect and ±100 for the full control effect
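U2OS cells transduced with wild-type KCNH2 virus are loaded with FluxOr dye for 45 min, and thallium flux is measured in kinetic reads before and after stimulation buffer. Rate constants are normalized to DMSO controls.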
MBNL1-CUG inh: qHTS Assay for Inhibitors of MBNL1-poly(CUG) RNA binding; TR-FRET MBNL1-His/biotin-(CUG)12 binding, 665/545 ratio; Muscleblind-like protein 1 (Homo sapiens), Q9NR56; hit rate 0.036% among 280,000; Potency, µM (titrated, usually from 57.5 µM), inactives show top-dose activity change, negative = inhibition, hits mostly inhibitors; active = well fitted inhibition curve with a large enough effect in the signal ratio, with a control signal flat, not every such curve was filed as active; inconclusive = small, poorly fitted or top-dose-only effect, or effect the other way, or a change in a side signal; inactive = no such curve, though single readings can be large or run the other way; the % refers to the signal ratio; also: potency is read from the fitted curve at half-maximal effect; % is scaled to controls: 0 for no effect and ±100 for the full control effect
Target sequence (Q9NR56 whole entry, looked up): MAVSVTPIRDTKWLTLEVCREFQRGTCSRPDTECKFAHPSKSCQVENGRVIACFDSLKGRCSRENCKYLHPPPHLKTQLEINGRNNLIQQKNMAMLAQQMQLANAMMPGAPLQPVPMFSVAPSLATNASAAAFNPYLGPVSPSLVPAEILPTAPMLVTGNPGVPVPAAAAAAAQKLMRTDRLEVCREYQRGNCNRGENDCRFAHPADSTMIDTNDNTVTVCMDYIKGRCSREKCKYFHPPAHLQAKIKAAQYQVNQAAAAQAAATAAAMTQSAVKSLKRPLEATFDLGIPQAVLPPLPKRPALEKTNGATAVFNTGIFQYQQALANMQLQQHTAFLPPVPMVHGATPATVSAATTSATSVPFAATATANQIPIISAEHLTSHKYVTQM
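TR-FRET between His-tagged MBNL1 and biotin-(CUG)12 RNA, detected with Tb anti-His antibody (0.055 ng/ul) and streptavidin-XL665 (5 nM), 60 min at room temperature. Compounds titrated 92 nM to 58 uM; 665/545 nm ratio normalized to buffer and complex controls.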
KCNH2 3.1 inh: qHTS for Inhibitors of KCHN2 3.1: Mutant qHTS | U2OS KCNH2 3.1, thallium flux FluxOr; hits give low values | activity change, % (tested at about 1.8 µM) | AID 720553, 2013 | Potassium voltage-gated channel subfamily H member 2, brain isoform KCNH2 3.1 (human) | hit rate 0.95% among 340,000;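 active = maximum activity change below -70%; inconclusive = maximum activity change from -70% to -50%; inactive = maximum activity change above -50%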;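 also: thallium influx rate constant from kinetic fluorescence after stimulation buffer; % is scaled to controls: 0 for no effect and ±100 for the full control effect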
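Measured as rate of thallium-driven FluxOr signal in transduced U2OS cells carrying the 3.1 channel, read kinetically for 2 min upon stimulation; values are rate constants scaled to DMSO control wells.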
a7 integrin act: qHTS for Activators of Integrin-Mediated Alleviation for Muscular Dystrophy | alpha7betagal myoblasts, beta-gal FDG fluorescence, 48 h | Potency, µM (top dose mostly 38.3 µM), for the others: at the top dose activation, most hits filed as activators | hit rate 0.064% among 350,000 | AID 624291, 2012;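 also: potency is read from the fitted curve at half-maximal effect; 100% = response of the positive control SU9516; nearly all actives have a fitted effect of over 60% in size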
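alpha7betagal+/- myoblasts (passage 13, 250/well) treated 48 h at 37C with compounds at 1:260 dilution of DMSO stock. Lysed, then beta-galactosidase activity read as FDG fluorescence (ex 480/em 540) after 30 min, with pre-read for autofluorescence.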
CXXC DNA block: qHTS Fluorescence Polarization Assay for Inhibitors of MLL CXXC domain - DNA interaction | Potency, µM (top dose mostly 115 µM), inactives show at the highest dose activity change, negative = inhibition, hits mostly inhibitors | MLL-CXXC / FITC-HOXA9 DNA fluorescence polarization | hit rate 0.037% among 290,000; active = well fitted inhibition curve with a large enough effect in the polarisation, with a control signal flat, not every such curve was filed as active; inconclusive = small, poorly fitted or top-dose-only effect, or effect the other way, or a change in a side signal; inactive = no such curve, though single readings can be large or run the other way; the % refers to the polarisation; also: potency is read from the fitted curve at half-maximal effect
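Steps: dispense CXXC domain solution (7 uM) → pin compounds or unlabeled HOX-A9 DNA control → 5 min ambient → add FLSN-HOX-A9 solution (50 nM) → spin → 30 min ambient → fluorescence polarization. Tris pH 7.5/NaCl/DTT/BSA buffer.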
Active calls of the source: *; ? = inconclusive; nt = not tested or not shown; & = joins results of further samples; [ ] = dose if it differs, or a comment. Unless noted, calls follow the shape of the dose curve; as a rule, active = well fitted curve in the direction sought with a large enough effect; inconclusive = small, poorly fitted or top-dose-only effect, or another doubt; inactive = no such curve, though single readings can be large; an effect the other way counts as inactive or inconclusive.

SMILES	S-ASM inh	FBPA coupling cs	TRPV1 ag	AT treatment	GALK inh	hERG WT inh	MBNL1-CUG inh	KCNH2 3.1 inh	a7 integrin act	CXXC DNA block
Cc1ccc2ncc([N+](=O)[O-])n2c1	1%	0	0	2%	-1%	10	?	-2	1%[7.66 µM]	1%
Cn1c(=O)c(C(=O)CN2CCN(S(=O)(=O)c3ccccc3)CC2)c(N)n(Cc2ccccc2)c1=O	6%	-13	1	-1%	3%	1	nt	3	-14%	6%
COC(=O)C(C(=O)N1CCN(C)CC1)C1CCCCCC1 (stereo not drawn)	4%	-1	-1	6%	-1%	-3	1%	-2	-6%	-1%
Cc1nc([N+](=O)[O-])cn1CC(=O)Nc1ccc(F)c(Cl)c1	-2%	1	3	0%	0%	-9	-1%	-6	4%	-4%
CC1=C(C(=O)Nc2cc(C)ccn2)C(c2cnn(C)c2)C2=C(CC(c3ccccc3)CC2=O)N1 (stereo not drawn)	306%[activator]	1	4	20%	1%	-23	22%	-24	13%	3%
COc1cc2cc(CN(CCN3CCCC3)C(=O)Nc3ccccc3Cl)c(=O)[nH]c2cc1OC	26%	0	-2	2%	-4%	15	4%	21	10%	-1%
COc1ccc(C2C(C(=O)Nc3cccnc3)=C(C)Nc3nc(-c4cccs4)nn32)cc1 (stereo not drawn)	-2%	-1	0	6%	-3%	15	?	6	0%	5%
CCn1c(SCC(=O)Nc2sc3c(c2C(N)=O)CCC(C)C3)nnc1-c1ccco1 (stereo not drawn)	-9%	3	0	-13%	0%	-8	16%	-28	24%	-3%
O=C(C[n+]1cc(-c2ccccc2)n2c1CCC2)OCc1ccccc1	6%	0	-8	31%	-1%	6	-7%	9	11%	2%
O=C1CCCN1CC(CN1CCOCC1)Sc1nnnn1-c1ccccc1 (stereo not drawn)	1%&2%	7	0	-3%	1%	8&10	6%	14&-16	-9%&-19%	1%
CCC(=O)N1CCN=C1SCc1ccc(F)cc1	0%	-2	-1	7%	2%	13	-10%	5	19%	-3%
Cn1c(=O)c2c(nc(CN3CCN(CCO)CC3)n2Cc2ccccc2Cl)n(C)c1=O	-1%	0	2	15%	nt	-3	-1%	0	-12%	nt
COc1ccc(CCNC2CC(=O)N(CCc3ccccc3)C2=O)cc1OC (stereo not drawn)	-1%	0	nt	0%	2%	-33	-3%	-12	7%	-5%
O=C(O)c1ccccc1C(=O)NC1=NN(c2ccccc2)CC1	0%	0	-1	-19%	5%	-9	0%	2	?	2%
CC(=O)N1CCc2cc(S(=O)(=O)NCCCN3CCCCC3)ccc21	3%	nt	-1	-7%	-8%	14	-3%	1	-51%[inhibitor]	25%
COc1ccc(C(N)=S)c(OC)c1	-1%	1	-4	-1%	4%	13	nt	nt	-16%	-4%
O=C(CN1C(=O)c2ccccc2S1(=O)=O)NCCSCc1ccco1	4%	2	0	2%	16%	-3	1%	-5	-6%	18%
On1c(-c2ccccc2)nc2ncccc21	3%	1	-5	-23%	3%	-4	-4%	4	5%	?
Cc1cccc(NC(=O)CN(C)S(=O)(=O)c2ccccc2)n1	-5%	-2	4	1%	-1%	8	-3%	-4	4%	4%
CN(C)C(=O)c1ccc(NC(=O)c2cc(-n3cnnc3)ccc2Cl)cc1	-1%	1	-7	4%	0%	1	nt	29	-1%	1%
CCS(=O)(=O)NCc1ccc2[nH]c3c(c2c1)CCCC3	nt	-44*	-4	nt	3%	nt	6%	nt	nt	40%[activator]
CC(C)(Oc1cccc2ccccc12)C(=O)O	2%	8	-1	nt	6%	-4	-8%	9	4%	-5%
COc1ccc(C2CC(C(F)(F)F)n3nc(C(=O)NCCCn4ccnc4)cc3N2)cc1OC (stereo not drawn)	3%	0	2	2%	-3%	3	-2%	0	-10%	1%
CN(CCN1CCOCC1)Cc1nc(-c2ccc(Cl)cc2)no1	-1%	3	2	16%	5%	-5	-6%	-14	-31%	-1%
Cc1ccc(N(CC(=O)NC(C)c2ccccc2)S(=O)(=O)c2c(C)n[nH]c2C)cc1 (stereo not drawn)	54%[activator]	2	4	5%	2%	9	-6%	0	?	33%
Additional records:
SMILES	S-ASM inh	FBPA coupling cs	TRPV1 ag	AT treatment	GALK inh	hERG WT inh	MBNL1-CUG inh	KCNH2 3.1 inh	a7 integrin act	CXXC DNA block
CCN(CC)S(=O)(=O)c1ccc(C(=O)Nc2cc(C)cc(C)c2)cc1	-5%	1	?	-4%	-5%	1	0%	10	3%	14%
Nc1c(C(=O)c2ccc(Cl)cc2)oc2ccccc12	1%	-2	2	10%	4%	1	2%	-4	5%	0%
CCn1c(=O)c(C(=O)NCCc2ccc(Cl)cc2)c(O)c2ccccc21	-9%	1	-2	12%	-10%	7	-12%	-5	13%	-3%
CC(C)CN(C(=O)c1cccc([N+](=O)[O-])c1)c1c(N)n(CC(C)C)c(=O)[nH]c1=O	-1%	2	0	15%	-1%	-13	16%	6	6%	-5%
Cc1ccc(-c2cc(C(=O)NC3CCCC3)no2)cc1	-1%	-3	0	4%	0%	2	0%	-12	13%	29%
O=C(O)Cn1cc(C(=S)N2CCCCC2)c2ccccc21	2%	11	3	-1%	1%	-28	-2%	8	5%	-7%
O=C(CCN1CCN(c2ccc(Cl)cc2)CC1)Nc1nccs1	-3%	0	-1	-2%	-2%	10	1%	-19	-32%	10%
Cc1ccc(S(=O)(=O)Nc2ccc(-c3nnc(SCC#N)n3C)cc2)cc1	-2%	3	-1	-4%	-1%	-17	-3%	1	0%	-1%
C#CCOCCOCCOCCNc1nc(N2CCN(C(=O)C([C@@H](C)CC)n3cc(C(N)Cc4ccc(O)cc4)nn3)CC2)nc(N2CCN(C(=O)[C@H](CCC(=O)O)n3cc(C(N)Cc4ccc(O)cc4)nn3)CC2)n1 (stereo partly drawn)	6%	2	-3	-17%	-1%	4	-7%	-2	6%	3%
O=C1COc2ccc3ccccc3c21	13%	-3	1	nt	2%	-5	?	5	14%	23%
Cc1ccccc1C1CC(c2ccc(F)cc2)Nc2nc(N)nn21 (stereo not drawn)	9%	3	-1	10%	-4%	0	-9%	-5	-17%	7%
COCCCNS(=O)(=O)c1ccc2c(c1)OCCO2	0%	7	6	7%	3%	-6	-2%	-28	1%	-6%
COC(=O)c1ccc(Cn2cc(Cl)cn2)cc1	2%	3	-1	2%	5%	5	1%	-13	4%	6%
Cc1ccc(NC(=O)C(=O)NCC2CCCN2S(=O)(=O)c2cccs2)c(C)c1 (stereo not drawn)	2%	nt	1	6%	nt	5	nt	-6	9%	nt
O=C(O)c1ccc2c(c1)C(=O)N(CCCCCCCN1C(=O)c3ccc(C(=O)O)cc3C1=O)C2=O	16%	15	-4	-10%	-5%	10	?	-11	-22%	-2%
Cn1nc2c3ccccc3n(Cc3ccccc3)c2nc1=S	-2%	1	15	-2%	0%	0	7%	5	?	4%
Cc1nc(CC(=O)c2c(C)cc(O)cc2O)cs1	-5%	3	1	-1%	5%	3	5%	2	10%	-4%
CCOc1ccc(CC(=O)N2CCC3(CC2)NCCc2[nH]cnc23)cc1	1%	nt	4	-4%	6%	-10	-6%	-4	14%	-9%
CC1CCCCC1NC(=O)C1CCC(CNc2c(N3CCCCC3)c(=O)c2=O)CC1 (stereo not drawn)	3%	2	2	-8%	4%	-1	-5%	-10	20%	8%
O=C(c1ccccc1)C1CCN(c2ncccc2[N+](=O)[O-])CC1	-3%	2	9	-2%	-1%	-19	?	-4	0%	-14%
COc1ccccc1NC(=S)Nc1cccc(F)c1	-1%	5	5	2%	-4%	-9	-15%	-25	-25%	-8%
CCOc1cc(C)ccc1OCc1nnc(SCC(=O)c2cccc([N+](=O)[O-])c2)n1CC	1%	8	-1	0%	1%	3	7%	-4	-41%	-1%
COc1ccccc1-c1nnc(SC)n1C	-1%	-1	1	1%	3%	-2	nt	4	-6%	?
O=C(Cn1cc[n+](CC(=O)c2ccc(Cl)cc2Cl)c1)c1ccc(Cl)cc1Cl	-1%	1	1	-27%	4%	-4	-8%	10	-31%	8%
CC(=O)CC(C)(C)n1nnc(-c2ccccc2)n1	-1%	1	2	4%	-2%	1	-3%	-6	6%	12%

High-throughput results from PubChem.
